# HSF-1 act = HSF-1 activators, primary screen, NIH3T3-HGL cells, MG132 stress, luminescence, single point | NIH3T3-HGL HSF-1 luciferase reporter, 8 h; 100% = twice DMSO control signal | activation, % at 9 µM | 300,000 compounds, 1.7% hits | AID 504408, 2011;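 active means mean replicate activation of at least 50% with a set share of replicates each reaching 50%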;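 further: 0% = median of the neutral control wells and 100% = twice that signal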
# aSyn UTR inh = MLPCN primary screen, SNCA 5' untranslated region. 300,000 compounds, 0.82% hits. inhibition, % (tested at 7.5 µM). alpha-synuclein 5'UTR reporter, inhibitor activity. AID 1813, 2009; in the data active means inhibition above about 60%;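 further: H4 neuroglioblastoma cells stably carrying SNCA 5'UTR luciferase fusion; 0% = DMSO wells and 100% = positive control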
# AI-2 QS modul = Vibrio harveyi AI-2 quorum sensing modulators, primary screen, JMH597 strain, luminescence/OD600 ratio. AID 2094, 2009. activity change, % at 7.5 µM. Vibrio harveyi JMH597 AI-2 luminescence/OD600 ratio, 9 h; active compounds read low; strain lacks LuxN and CqsS sensors; 0 = neutral-control median. 300,000 compounds, 0.4% hits; in the data active means activity change below about -75%, passing the limit was not always enough;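 further: luminescence divided by OD600 gain over 9 h not by final OD600 alone; inactives centre near 13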
# HSP90 refold inh = HSP90 inhibitors, primary screen, cell lysate, luminescence; 290,000 compounds, 0.91% hits; Rabbit reticulocyte lysate, luciferase refolding luminescence, 3 h; inhibition, % at 5.6 µM;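 active means inhibition above the screen-wide mean plus 3 SD, computed separately per campaign, cut at about 16% in these data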;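 further: 0% = DMSO wells and 100% = 60 µM geldanamycin wells; inhibitors lower the luminescence because luciferase stays unfolded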
# HSF1 inh = HSF1 inhibitors in luciferase reporter cells, primary screen, cell-based, NIH3T3, luminescence; NIH3T3-HGL HSE-luciferase, MG132-induced, luminescence 8 h; active compounds read low; activity change, negative = inhibition, % at 7.5 µM (by protocol); 300,000 compounds, 0.77% hits; AID 2098, 2009;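 active means more than half of replicate wells show activity change below -50%, luminescence cut by over half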;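 further: luciferase reports HSF-1 transcriptional activity via heat shock element; 0% = median of DMSO wells and -100% = zero luminescence signal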
# HIF act = HIF pathway transcriptional activators, primary screen, cell-based, U2OS HRE-luciferase, luminescence. U2OS HRE-luciferase reporter; normalized: DMSO 0%, desferrioxamine 100%. activation, % at 7.5 µM (by protocol). 300,000 compounds, 0.32% hits;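 active means mean activation of at least 10% of the iron chelator positive control signal, with at least half of replicates also reaching 10%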
# SKKanGAS inh = S. pyogenes SKKanGAS growth inhibitors in kanamycin, primary screen, streptokinase expression inhibitor project, SKKanGAS strain, BacTiter-Glo luminescence; 6 h; inhibition, % at 7.5 µM; 300,000 compounds, 1.3% hits; AID 1662, 2009;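 active means mean replicate score, as percent of positive control median, at least 50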;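 further: strain carries kanamycin resistance gene driven by streptokinase promoter and grows in 40 µg/ml kanamycin; loss of luminescence reflects streptokinase promoter inhibition or plain growth inhibition; 0% = median of DMSO wells and 100% = positive control at its reference dose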
# KLF5 inhibitor = KLF5 expression inhibitors, primary screen, DLD-1 cells, luminescence | inhibition, % at 5 µM | 290,000 compounds, 0.23% hits | DLD-1 KLF5 promoter-luciferase reporter | AID 1700, 2009;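 active means inhibition above a per-plate limit of that plate's mean compound inhibition plus 3 SD, cut at about 60% in these data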;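 further: 0% = DMSO wells and 100% = LY294002 at 200 µM; higher means less KLF5 promoter-driven luciferase light; inactives centre near -14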
# IEC-6 cytotox = cytotoxicity in IEC-6 intestinal epithelial cells, primary screen, cytotoxicity control for KLF5 inhibitor project, cell-based, luminescence. IEC-6 cytotoxicity, luminescence viability. inhibition, % at 5 µM. 290,000 compounds, 0.78% hits; in the data active means inhibition above about 22%;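 further: 0% = plate median of test compound wells and 100% = cytotoxic reference compound wells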
# Platelet DG rel = inhibitors of platelet dense granule secretion, primary screen, cell-based, MLPCN, human platelets; human platelet-rich plasma, SFLLRN dense granule ATP release, luminescence; 300,000 compounds, 0.22% hits; AID 1663, 2009; inhibition, %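 (compounds screened at 7.5 µM in platelet-rich plasma)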;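 active means mean replicate score, as percent of positive control, at or above 50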
# * marks the source's active call; other numbers are inactive results; / = no result given.
SMILES,HSF-1 act,aSyn UTR inh,AI-2 QS modul,HSP90 refold inh,HSF1 inh,HIF act,SKKanGAS inh,KLF5 inhibitor,IEC-6 cytotox,Platelet DG rel
COc1ccc(NC(=O)[C@@H](NC(=O)c2ccccc2)C(C)C)cc1S(=O)(=O)N1CCCCC1,-6.3,3.8,20.4,2.8,-10.2,-1.0,0.7,-4.9,5.3,-2.8
Cc1cccc(CN2CCC(CNC(=O)Nc3ccc(F)c(Cl)c3)CC2)c1,34.1,-5.5,6.7,0.8,6.0,1.2,4.8,-26.1,5.8,-3.9
COc1cccc(C(=O)CC(C(=O)O)c2ccc(Cl)cc2)c1 (stereo not given),18.6,-5.1,29.5,0.8,-0.7,-0.1,6.7,-12.6,1.3,1.5
O=C(COc1ccc(F)cc1)Nc1nc2c(s1)CCCC2,26.8,-91.9,3.0,-0.4,8.8,0.4,-2.5,-104.1,-16.8,0.3
O=S(=O)(c1cccc(S(=O)(=O)N2CCN(c3ncccn3)CC2)c1)N1CCOCC1,-4.7,-6.6,19.3,-1.2,2.4,-2.3,-3.4,-29.4,2.7,3.9
CC(C)S(=O)(=O)c1csc(C(=O)NN)c1-n1cccc1,1.9,5.3,1.9,3.6,-4.1,0.5,-3.3,-4.0,-3.5,7.3
CC[C@@]12C(=O)N(c3cccc(F)c3)C(=O)N1[C@H](c1ccc(Cl)cc1)[C@@H]1C(=O)N(C3CCCCC3)C(=O)[C@@H]12,9.8,12.0,18.8,/,-2.3,-0.5,6.7,/,/,-4.2
CCCCCCCCS(=O)C1CCS(=O)(=O)C1 (stereo not given),24.5,2.4,6.1,1.3,6.5,0.4,5.0,-25.1,-1.7,-3.0
Cc1ccc(C(=O)OCC(=O)NCCc2ccccc2)cc1S(=O)(=O)N1CCOCC1,1.7,5.2,6.4,/,-3.1,0.5,-4.4,/,/,-2.1
O=C(CC(Cc1ccccc1)C(=O)O)Nc1ccccc1 (stereo not given),-3.5,9.6,41.9,-3.2,-8.1,-5.8,0.9,-40.3,-3.6,-0.1
O=C(NCC(O)c1ccccc1)c1ccccc1 (stereo not given),26.0,-79.7,10.2,1.0,10.0,1.7,7.3,-134.3,-4.2,12.2
CC(C)(CNC(=O)c1ccc(NS(=O)(=O)c2ccc(Br)cc2)cc1)N1CCOCC1,3.9,3.7,9.3,/,1.7,0.1,-7.7,/,/,-25.1
O=C(Nc1nc2ccccc2s1)c1cccc(S(=O)(=O)N2CCc3ccccc32)c1,-8.6,-64.5,21.5,8.5,5.8,0.5,33.9,-5.7,5.0,0.4
Cn1c(Cc2ccccc2)nnc1SCC(=O)c1cccs1,17.0,11.9,8.3,2.3,8.5,0.1,1.9,-25.2,3.0,0.7
C[C@]12C(=O)N(c3ccc(Cl)cc3)C(=O)N1[C@@H]1c3ccccc3OC[C@@H]1[C@H]2c1ccccc1,-4.4,14.4,47.7,/,2.4,-0.4,9.8,/,/,3.9

# Shown with values under each structure: part of the list above
# Fields: HSF-1 act | aSyn UTR inh | AI-2 QS modul | HSP90 refold inh | HSF1 inh | HIF act | SKKanGAS inh | KLF5 inhibitor | IEC-6 cytotox | Platelet DG rel
O=C(COc1ccc(F)cc1)Nc1nc2c(s1)CCCC2
 : 26.8 | -91.9 | 3.0 | -0.4 | 8.8 | 0.4 | -2.5 | -104.1 | -16.8 | 0.3
O=S(=O)(c1cccc(S(=O)(=O)N2CCN(c3ncccn3)CC2)c1)N1CCOCC1
 : -4.7 | -6.6 | 19.3 | -1.2 | 2.4 | -2.3 | -3.4 | -29.4 | 2.7 | 3.9
CC(C)S(=O)(=O)c1csc(C(=O)NN)c1-n1cccc1
 : 1.9 | 5.3 | 1.9 | 3.6 | -4.1 | 0.5 | -3.3 | -4.0 | -3.5 | 7.3

# Remaining list, next part.
SMILES,HSF-1 act,aSyn UTR inh,AI-2 QS modul,HSP90 refold inh,HSF1 inh,HIF act,SKKanGAS inh,KLF5 inhibitor,IEC-6 cytotox,Platelet DG rel
CCOc1cccc2sc(N(CCCN(C)C)C(=O)c3ccc(C(=O)c4ccccc4)cc3)nc12,1.9,30.2,-1.3,5.0,-3.4,-0.2,1.7,-45.7,2.3,-0.9
O=C(CS(=O)(=O)c1ccccc1)N1CCN(c2ccccc2)CC1,12.2,-18.2,11.0,/,2.5,1.0,-13.9,/,/,1.5
COc1ccc(CNS(=O)(=O)c2ccc(C3CNC(=O)C3)cc2)cc1 (stereo not given),-4.9,10.6,25.5,1.6,-8.6,/,-0.9,-8.3,-1.6,-8.8
O=C(c1ccc(Cl)c([N+](=O)[O-])c1)N1CCN(Cc2ccc3c(c2)OCO3)CC1,7.1,4.3,11.4,-2.3,-1.6,-0.1,-1.4,0.3,-6.1,10.6
CCOc1ccc2[nH]c(=O)c(CN(CCc3ccccc3)C(=O)N3CCCC3)cc2c1,-17.7,22.9,/,-1.1,-6.2,-0.2,-9.0,-9.4,-2.6,0.8
CCOc1ccc(CCNC(=O)COC(=O)/C=C/c2ccc(OC(F)F)c(OC)c2)cc1OCC,17.2,14.0,-10.6,/,-4.3,-1.5,-3.7,/,/,0.8
CCN1CCN(C(c2ccc(OC)c(OC)c2)c2nnnn2C(C)(C)C)CC1 (stereo not given),6.5,16.6,9.5,4.9,-3.3,0.6,-5.2,-23.0,2.1,10.0
Cn1c(=O)oc2cc(S(=O)(=O)CCC(=O)NCCc3ccccc3)ccc21,5.5,-1.6,15.8,-6.1,0.0,-0.3,0.8,-8.4,-8.7,2.5
O=c1c2ccccc2nc(/C=C/c2cccc(Br)c2)n1CCCO,-13.9,-50.9,5.2,-0.3,1.2,-1.7,14.0,-32.1,4.5,8.5
O=C(CN1C(=O)COc2ccc(S(=O)(=O)N3CCCC3)cc21)NC1CC1,-11.2,7.7,15.2,3.6,-6.2,0.7,-5.5,25.4,1.9,-3.6
O=S(=O)(Nc1ccc(N2CCOCC2)cc1)c1cccs1,-14.2,-26.0,28.0,2.1,-9.2,-0.3,-1.5,-15.2,-0.6,/
O=[N+]([O-])c1cc2c(cc1/C=N/n1cnnc1)OCO2,-4.1,-10.9,26.1,1.9,0.3,0.2,13.2,-4.8,-4.3,4.5
COc1cc2c(cc1OC)C(SC)=NC1(CCCC1)C2,4.1,4.1,9.1,-2.2,4.6,0.0,-5.1,-25.8,1.9,-3.0
COc1ccc(/C=N/NC(=O)c2ccc(NC(=O)C3CCCCC3)cc2)cc1O,7.0,-3.8,3.5,3.0,-4.6,0.0,-2.1,-23.9,0.9,-2.7
CCOC(=O)c1cnn(-c2nc(-c3ccc(C)cc3)cs2)c1C(F)(F)F,26.5,-19.1,-5.0,-0.5,-0.3,0.1,29.9,-21.8,3.0,3.9
CN(C)/C=C/C(=O)c1ccc(Cl)s1,26.9,-48.0,13.3,-1.6,1.3,-0.8,-4.4,-12.8,4.1,-27.1
Cc1ccc(C2C(C#N)=C(N)Oc3cc(N)ccc32)cc1 (stereo not given),3.7,9.0,16.2,-4.5,2.0,-1.0,-1.2,-43.5,-3.5,11.5
O=C(Nc1ccccc1)Nc1ccno1,-8.8,-33.9,14.0,-2.7,1.2,0.9,-3.5,-22.4,4.7,2.6
COC(=O)c1ccc(S(=O)(=O)c2ccc([N+](=O)[O-])cc2)cc1,-7.3,-31.5,27.0,1.8,3.2,-0.3,1.9,-17.9,-4.7,0.9
CCN(CC)c1ccc(NC(=O)COC(=O)c2ccc3ccccc3n2)cc1,-7.2,-33.4,9.9,-2.6,-2.9,-0.5,-4.8,3.5,1.7,-1.7
CCCCOC(=O)C1=C(C)NC(=O)NC1c1ccc(N(C)C)cc1 (stereo not given),31.4,8.8,3.0,-0.8,4.9,-0.6,1.0,0.3,2.4,5.3
COC(=O)c1ccc(S(=O)(=O)N2CCC(c3nc4ccccc4o3)CC2)cc1,21.1,4.7,11.6,1.1,-2.9,-0.4,-6.3,8.2,5.2,9.5
CN(C(=O)c1ccc2c(Cl)c3c(nc2c1)CCC3)c1ccccc1,0.0,-223.0,18.4,2.6,11.1,4.1,-14.5,-40.5,3.9,1.1
C[C@@H]1NC(=O)[C@H](CCCN=C(N)N)NC(=O)c2cc([N+](=O)[O-])cc(I)c2NCCC[C@@H](C(N)=O)NC1=O,-11.1,7.9,17.4,0.8,1.7,2.5,-3.4,3.5,10.5,-1.1
COc1ccc(S(=O)(=O)N2CCC(C(=O)NCC3CCCO3)CC2)cc1 (stereo not given),-8.4,-11.9,23.1,5.0,-4.2,-0.5,1.4,1.8,0.0,2.6
Cc1ccc(S(=O)(=O)N2CCN(C(C(=O)Nc3ccc(F)cc3)c3ccccc3)CC2)cc1 (stereo not given),-35.3,29.2,11.4,9.4,-20.5,-0.4,5.6,-22.5,8.8,-14.8
CC(=O)c1ccc(NC(=O)CN2CCC(NC(=O)C3CCCCC3)CC2)cc1,27.5,-22.9,23.4,-0.8,9.3,1.5,1.3,-40.1,-3.1,-2.4
O=C(Cc1ccccc1)NCC(=O)N1CCC2(CC1)NCCc1[nH]cnc12,-14.6,-15.6,8.2,1.4,-8.2,0.5,-0.5,-37.5,4.0,-3.0
Cc1nc(NC(=O)c2ccc3c(c2)OCCO3)ccc1Br,58.7*,-116.3,2.5,0.3,31.8,1.7,-9.4,-172.4,3.8,-2.7
COc1cc(CCNC(=O)c2ccccc2NC(=O)C2=C(C)OCCS2)cc(OC)c1OC,20.1,11.8,35.5,-2.4,2.0,0.0,-5.2,-85.7,-3.8,10.7
CCOc1ccc(Cl)cc1/C=N/NC(=O)CNC(=O)c1ccccc1,-12.5,-7.6,36.4,5.3,-3.8,-0.1,-2.4,-33.8,2.3,4.7
C#CCOc1ccccc1/C=C1/C(=O)ON=C1C,-2.1,9.2,13.5,5.2,2.0,-0.6,0.7,-26.4,0.5,/
CC1CC1C(=O)Nc1nc(-c2ccc(Cl)s2)cs1 (stereo not given),11.8,-45.2,22.2,6.0,11.6,2.8,24.9,-5.1,2.2,0.9
CCCCCCCC(=O)NN1CCOCC1,-5.3,-10.8,23.9,-10.6,-5.0,-0.4,-6.2,-15.6,-4.0,-13.0
CCCC(=O)Nc1ccc(-c2ccc(NC(=O)CCC)cc2)cc1,-11.9,10.8,23.8,2.7,2.2,0.1,7.3,10.8,-2.0,-5.2
CCOC(=O)CSc1nc(C)c2cc(C)c(C)cc2n1,-25.7,-34.5,2.6,-2.1,-6.5,0.0,3.8,-20.8,-0.6,-0.5
CCOc1ccc2nc(SCC(=O)Nc3ccc(S(=O)(=O)N4CCCC4)cc3)c(C)cc2c1,-0.3,21.5,23.0,1.6,3.8,-0.5,-10.5,-6.8,5.2,6.0
O=C1N/C(=C/c2cccs2)C(=O)N1Cc1ccc(Br)cc1,1.0,5.4,-4.5,1.5,-0.5,328.4*,-2.5,10.5,8.1,8.1
COC(=O)c1ccc(NC(=O)Nc2ccc(C)cc2)cc1,31.4,-81.9,-18.1,-3.6,9.4,1.7,-6.4,-50.7,-5.5,-7.5
CCOC(=O)c1c(CC(C)C)csc1NC=O,10.0,37.9,11.9,-3.7,0.6,-0.1,-21.0,10.0,-1.4,0.0

# Bioassay records from PubChem BioAssay.
